Mtb BioA inh = BioA (M. tuberculosis) enzyme inhibition; purified M. tuberculosis BioA enzyme, plate reader; inhibition, % at 9.99 µM; hit rate 0.096% among 360,000; AID 602481; in the data active = inhibition above about 40%
An asterisk follows results filed as active; & = joins results of further samples.

Preview:
SMILES	Mtb BioA inh
CN1C(=O)c2cc(NC(=O)c3cscn3)ccc2OC[C@@H]2O[C@H](CC(=O)N3CCOCC3)CC[C@@H]21	-0.7
C[C@@H]1CN([C@@H](C)CO)S(=O)(=O)c2ccc(C#Cc3ccccn3)cc2O[C@H]1CN(C)Cc1ccc(F)cc1	-2.4

This part in full (from the top)
SMILES	Mtb BioA inh
CN1C(=O)c2cc(NC(=O)c3cscn3)ccc2OC[C@@H]2O[C@H](CC(=O)N3CCOCC3)CC[C@@H]21	-0.7
C[C@@H]1CN([C@@H](C)CO)S(=O)(=O)c2ccc(C#Cc3ccccn3)cc2O[C@H]1CN(C)Cc1ccc(F)cc1	-2.4
CC(C)C#Cc1ccc([C@H]2[C@H]3CN(CC4CC4)CCCCN3[C@H]2CO)cc1	0.1
C[C@H]1CCCCO[C@@H](CN(C)S(=O)(=O)c2cccs2)[C@@H](C)CN([C@@H](C)CO)C(=O)c2cc(NS(=O)(=O)c3ccccc3)ccc2O1	-3.7
CO[C@@H]1CN(C)C(=O)c2ccc(NC(=O)c3ccc(F)cc3)cc2OC[C@H](C)N(C(=O)CC2CC2)C[C@@H]1C	0.0
C[C@H](CO)N1C[C@H](C)[C@H](CN(C)C(=O)Nc2ccccc2)OCc2cn(nn2)CCCC1=O	-0.9
CNC(=O)C[C@H]1CC[C@H]2[C@@H](COc3ccc(NC(=O)Nc4ccc(C#N)cc4)cc3C(=O)N2C)O1	1.9
Cc1ccc(S(=O)(=O)N(C)C[C@H]2Oc3ccc(NS(=O)(=O)c4cccs4)cc3C(=O)N([C@@H](C)CO)C[C@@H]2C)cc1	0.5
Cc1noc(C)c1S(=O)(=O)N(C)C[C@@H]1Oc2ccc(NC(=O)Nc3ccc4c(c3)OCO4)cc2CC(=O)N([C@@H](C)CO)C[C@@H]1C	0.5
CCCN(C)C[C@H]1Oc2cc(C3=CCCCC3)ccc2S(=O)(=O)N([C@H](C)CO)C[C@H]1C	-4.8
C[C@@H]1CN([C@@H](C)CO)C(=O)c2cccc(N(C)C)c2O[C@@H]1CN(C)S(=O)(=O)c1cccs1	0.2
COc1ccccc1NC(=O)N1CCCCN2[C@H](CO)[C@H](c3ccc(-c4cccc(F)c4)cc3)[C@@H]2C1	-1.9
C[C@@H]1CCCCO[C@H](CN(C)C(=O)NC2CCCCC2)[C@H](C)CN([C@H](C)CO)C(=O)c2cc(NC(=O)CCC(F)(F)F)ccc2O1	1.5
COc1ccc(-c2ccc([C@H]3[C@@H](CO)N4CCCCN(S(=O)(=O)c5cccs5)C[C@H]34)cc2)cc1	0.9
CCCN(C)C[C@@H]1Oc2ncc(C#Cc3ccccc3)cc2C(=O)N([C@H](C)CO)C[C@@H]1C	0.3
COc1ccc(S(=O)(=O)Nc2ccc3c(c2)C(=O)N([C@@H](C)CO)C[C@H](C)[C@H](CN(C)Cc2ccc4c(c2)OCO4)OCCCC[C@H](C)O3)cc1	1.5
CO[C@H]1CN(C)C(=O)c2ccc(NC(=O)C3CC3)cc2OC[C@@H](C)N(C(=O)C2CCOCC2)C[C@@H]1C	-0.3
COc1ccc(S(=O)(=O)Nc2ccc3c(c2)C(=O)N([C@H](C)CO)C[C@H](C)[C@@H](CN(C)C(=O)Nc2ccc(F)cc2)O3)cc1	-1.0
C[C@@H]1CN([C@H](C)CO)C(=O)Cc2cc(NC(=O)Nc3ccc4c(c3)OCO4)ccc2O[C@H]1CN(C)C(=O)NC1CCCCC1	0.5
CN1[C@H](CO)[C@@H]2c3ccccc3N(C(=O)C3CCCCC3)C[C@@H]21	3.9
O=C(C[C@@H]1C=C[C@H](NC(=O)c2ccc3c(c2)OCO3)[C@@H](CO)O1)NCc1ccc(Cl)cc1	-1.4
C[C@H]1CN([C@@H](C)CO)C(=O)c2c(c3ccccc3n2C)-c2ccccc2CO[C@@H]1CN(C)Cc1ccc(C(=O)O)cc1	0.2
COCC(=O)N1[C@H](CO)[C@H]2c3ccccc3N(C(=O)Nc3ccccc3Cl)C[C@H]21	-0.3
O=C(NC1CCCCC1)N[C@H]1CC[C@H](CCNS(=O)(=O)c2ccccc2)O[C@@H]1CO	-2.8
O=C(C[C@@H]1CC[C@H](NC(=O)c2cccnc2)[C@H](CO)O1)NCCN1CCCCC1	-1.1
COc1ccc(-c2ccc3c(c2)O[C@@H](CN(C)Cc2cccnc2)[C@@H](C)CN([C@H](C)CO)S3(=O)=O)cc1	2.7
C[C@H]1CN([C@@H](C)CO)C(=O)c2cc(NC(=O)Cc3ccccc3)ccc2O[C@H]1CN(C)C	4.9
CCCC#Cc1ccc([C@@H]2[C@@H](CO)N(C(=O)C3CCC3)[C@H]2C#N)cc1	-0.3
C[C@@H]1CN([C@H](C)CO)C(=O)c2cc(NS(=O)(=O)c3ccccc3)ccc2O[C@@H](C)CCCCO[C@H]1CN(C)Cc1ccncc1	-2.1
C[C@H](CO)N1C[C@H](C)[C@@H](CN(C)S(=O)(=O)c2cn(C)cn2)OCCCC[C@H](C)Oc2ccc(NS(=O)(=O)c3ccc(F)cc3)cc2C1=O	0.2
CC=Cc1ccc2n(c1=O)C[C@H]1[C@H](CO)[C@@H](C(=O)NCC3CC3)[C@@H]2N1Cc1cccnc1 (mixture of isomers)	-4.7
O=C(C[C@@H]1C=C[C@H](NC(=O)Nc2cc(F)ccc2F)[C@H](CO)O1)NCc1ccncn1	2.3
CNC[C@@H]1Oc2ccc(NS(=O)(=O)c3ccc(F)cc3)cc2CC(=O)N([C@@H](C)CO)C[C@H]1C	-0.3
C[C@H](CO)N1C[C@H](C)[C@H](CN(C)Cc2ccncc2)Oc2ncc(C#Cc3ccncc3)cc2C1=O	-0.8
C[C@@H]1CN([C@@H](C)CO)C(=O)c2cc(NC(=O)Nc3ccc4c(c3)OCO4)ccc2O[C@H]1CN(C)Cc1ccncc1	-0.2
O=C(C[C@H]1C[C@@H]2c3cc(NC(=O)NC4CCCC4)ccc3O[C@@H]2[C@H](CO)O1)NCCc1ccccc1	-0.9
CC(C)(O)C#Cc1ccc([C@@H]2[C@@H](CO)N3CCCCN(S(C)(=O)=O)C[C@H]23)cc1	17
O=C(C1CC1)N1CC[C@@H]2[C@H](CO)Nc3ccc(Br)cc3[C@@H]21	85*
COCc1cn(CC[C@@H]2CC[C@H](NC(=O)Nc3ccccc3)[C@H](CO)O2)nn1	-1.1
O=S(=O)(c1ccccc1)N1CCCCN2[C@@H](CO)[C@H](c3ccc(-c4ccccc4)cc3)[C@@H]2C1	7.4
CO[C@H]1CN(C)C(=O)c2cc(C#N)ccc2OCC[C@H]2CC[C@@H](OC)[C@@H](CN(C)C(=O)[C@H]1C)O2	-0.9
CCC(=O)N(C)C[C@H]1Oc2cc(-c3cccc(F)c3)ccc2S(=O)(=O)N([C@H](C)CO)C[C@H]1C	1.3
O=C(C[C@@H]1CC[C@@H](NC(=O)C2CCC2)[C@@H](CO)O1)NCc1ccccc1Cl	0.2
CO[C@H]1CN(C)C(=O)c2cc(NC(=O)Nc3ccccc3F)ccc2OC[C@@H](C)N(CC2CC2)C[C@H]1C	0.8
CNC[C@H]1OCCCC[C@@H](C)Oc2ccc(NC(=O)Cc3ccccc3)cc2C(=O)N([C@H](C)CO)C[C@H]1C	-1.5
C[C@@H]1CN([C@H](C)CO)C(=O)c2cc(C#Cc3ccc(F)cc3)cnc2O[C@@H]1CN(C)C(=O)c1ccccc1F	2.3
Cc1noc(C)c1NC(=O)N(C)C[C@H]1Oc2ccc(NC(=O)Nc3ccc4c(c3)OCO4)cc2C(=O)N([C@@H](C)CO)C[C@@H]1C	-0.9
C[C@@H]1CN([C@@H](C)CO)C(=O)c2cc(C#CCN(C)C)cnc2O[C@@H]1CN(C)S(=O)(=O)c1ccccc1	-0.7
Cc1noc(C)c1NC(=O)N(C)C[C@H]1Oc2ccc(NC(=O)Nc3ccc(C(F)(F)F)cc3)cc2CC(=O)N([C@@H](C)CO)C[C@@H]1C	-2.4
Cc1noc(C)c1S(=O)(=O)Nc1cccc2c1O[C@H](CN(C)S(=O)(=O)c1ccc(Cl)cc1)[C@H](C)CN([C@@H](C)CO)C2=O	-2.2
CN1C(=O)c2cc(NC(=O)c3cccc(F)c3)ccc2OC[C@H]2O[C@H](CC(=O)NC3CCC3)CC[C@@H]21	2.2&2.0
C[C@@H]1CCCCO[C@@H](CN(C)C(=O)Cc2ccccc2)[C@@H](C)CN([C@H](C)CO)C(=O)c2cc(NC(=O)Nc3ccc(C(F)(F)F)cc3)ccc2O1	0.0
Cc1noc(C)c1S(=O)(=O)Nc1ccc2c(c1)C(=O)N([C@@H](C)CO)C[C@H](C)[C@@H](CN(C)Cc1ccc(Cl)c(Cl)c1)O2	0.6
C[C@@H]1CCCCO[C@@H](CN(C)Cc2ccc(C(F)(F)F)cc2)[C@@H](C)CN([C@@H](C)CO)C(=O)c2cc(NC(=O)c3ccncc3)ccc2O1	-0.2
OC[C@@H]1Nc2ccc(-c3cccc(F)c3)cc2[C@H]2[C@@H]1CCN2Cc1ccncc1	36
C[C@H](CO)N1C[C@H](C)[C@@H](CN(C)S(=O)(=O)c2ccccc2F)Oc2ncc(C#Cc3ccccc3)cc2C1=O	-6.1
Cc1ccc(-c2ccc3c(c2)O[C@H](CN(C)C(=O)CN(C)C)[C@H](C)CN([C@@H](C)CO)S3(=O)=O)cc1	1.2
COc1ccc(CN2C[C@H](O)COC[C@H]3O[C@H](CC(=O)N4CCc5ccccc5C4)CC[C@@H]32)cc1	2.6
CO[C@@H]1CN(C)C(=O)c2cc(NS(=O)(=O)c3cn(C)cn3)ccc2OC[C@H](C)N(CC2CC2)C[C@@H]1C	0.3
CO[C@@H]1CN(C)C(=O)c2ccc(NC(=O)NC(C)C)cc2OC[C@H](C)N(C)C[C@H]1C	6.4

Quoted from the listing:
For Mtb BioA inh, CC(C)C#Cc1ccc([C@H]2[C@H]3CN(CC4CC4)CCCCN3[C@H]2CO)cc1 is entered as 0.1
For Mtb BioA inh, CO[C@@H]1CN(C)C(=O)c2ccc(NC(=O)c3ccc(F)cc3)cc2OC[C@H](C)N(C(=O)CC2CC2)C[C@@H]1C is entered as 0.0

An excerpt of these results, with bars between the fields.
mol | Mtb BioA inh
O=C(C[C@@H]1CC[C@@H](NC(=O)C2CCC2)[C@@H](CO)O1)NCc1ccccc1Cl | 0.2
CO[C@H]1CN(C)C(=O)c2cc(NC(=O)Nc3ccccc3F)ccc2OC[C@@H](C)N(CC2CC2)C[C@H]1C | 0.8
CNC[C@H]1OCCCC[C@@H](C)Oc2ccc(NC(=O)Cc3ccccc3)cc2C(=O)N([C@H](C)CO)C[C@H]1C | -1.5
C[C@@H]1CN([C@H](C)CO)C(=O)c2cc(C#Cc3ccc(F)cc3)cnc2O[C@@H]1CN(C)C(=O)c1ccccc1F | 2.3
Cc1noc(C)c1NC(=O)N(C)C[C@H]1Oc2ccc(NC(=O)Nc3ccc4c(c3)OCO4)cc2C(=O)N([C@@H](C)CO)C[C@@H]1C | -0.9
C[C@@H]1CN([C@@H](C)CO)C(=O)c2cc(C#CCN(C)C)cnc2O[C@@H]1CN(C)S(=O)(=O)c1ccccc1 | -0.7
Cc1noc(C)c1NC(=O)N(C)C[C@H]1Oc2ccc(NC(=O)Nc3ccc(C(F)(F)F)cc3)cc2CC(=O)N([C@@H](C)CO)C[C@@H]1C | -2.4

The list continues.
SMILES	Mtb BioA inh
Cc1ccc(S(=O)(=O)N(C)C[C@H]2Oc3ccc(NC(=O)Nc4c(C)noc4C)cc3CC(=O)N([C@@H](C)CO)C[C@H]2C)cc1	0.7
O=C(NCC1CC1)[C@H]1[C@H](CO)[C@H]2Cn3c(ccc(-c4ccccc4)c3=O)[C@H]2N1CC1CC1	10
C[C@@H]1CCCCO[C@@H](CN(C)C(=O)c2ccccc2)[C@@H](C)CN([C@@H](C)CO)C(=O)c2cc(NC(=O)Nc3ccc(C(F)(F)F)cc3)ccc2O1	-1.6
NCC[C@H]1CC[C@H](NC(=O)Nc2ccc(F)cc2)[C@@H](CO)O1	-2.9
C[C@H]1CN([C@@H](C)CO)C(=O)c2cc(NC(=O)CCC(F)(F)F)ccc2O[C@H]1CN(C)C(=O)NC1CCCCC1	-1.9
Cc1noc(C)c1S(=O)(=O)Nc1ccc2c(c1)C(=O)N([C@@H](C)CO)C[C@H](C)[C@@H](CN(C)C(=O)Cc1ccccc1)OCCCC[C@H](C)O2	-0.7
C[C@H](CO)N1C[C@H](C)[C@H](CN(C)C(=O)c2ccccc2)Oc2cc(/C=C/c3ccccc3)ccc2S1(=O)=O	-2.3
CCN1[C@@H]2c3ccc(-c4ccccc4)c(=O)n3C[C@@H]2[C@@H](CO)[C@@H]1C(=O)N1CCN(C)CC1	-1.3
CC(C)C#Cc1cnc2c(c1)C(=O)N([C@H](C)CO)C[C@@H](C)[C@@H](CN(C)Cc1ccccc1F)O2	1.3
C[C@H](CO)N1C[C@H](C)[C@H](CN(C)C(=O)Nc2ccc3c(c2)OCO3)OCCCC[C@H](C)Oc2ccc(NS(=O)(=O)c3cccs3)cc2C1=O	0.0
CCC(=O)Nc1ccc2c(c1)OC[C@@H](C)N(Cc1cccc(F)c1)C[C@H](C)[C@H](OC)CN(C)C2=O	6.0
C[C@H]1CN([C@@H](C)CO)C(=O)c2cccc(NC(=O)C3CCOCC3)c2O[C@H]1CN(C)CC1CCCCC1	-0.7
COc1ccc(S(=O)(=O)Nc2ccc3c(c2)C(=O)N([C@H](C)CO)C[C@@H](C)[C@H](CN(C)Cc2ccc4c(c2)OCO4)OCCCC[C@H](C)O3)cc1	1.5
CCC(=O)N1C[C@@H](C)[C@@H](OC)CN(C)C(=O)c2cc(NC(=O)COC)ccc2OC[C@H]1C	-0.6
COc1cccc(S(=O)(=O)N2C[C@@H](O)COC[C@@H]3O[C@H](CC(=O)N4CCN(C)CC4)CC[C@H]32)c1	-0.2
C[C@@H](NC(=O)[C@@H]1[C@@H](CO)[C@@H]2Cn3c(ccc(-c4ccccc4F)c3=O)[C@H]1N2C)c1ccccc1	0.0
C[C@@H]1CN([C@@H](C)CO)S(=O)(=O)c2ccc(-c3ccccc3)cc2O[C@H]1CN(C)C(=O)C1CCCCC1	-0.7
COc1ccc(NC(=O)N2CCCCN3[C@H](CO)[C@@H](c4ccc(C#Cc5ccccc5)cc4)[C@@H]3C2)cc1	-2.5
CN1CCN(C(=O)c2cc3c(c(-c4cccc(-c5cccc(C(=O)N(C)C)c5)c4)n2)[C@@H](CCO)N([S@](=O)C(C)(C)C)C3)CC1	26
Cc1ccc(S(=O)(=O)Nc2ccc3c(c2)C(=O)N([C@H](C)CO)C[C@@H](C)[C@H](CN(C)S(=O)(=O)c2ccccc2)OCCCC[C@@H](C)O3)cc1	-2.8

These rows are one share of the data, so the mix of outcomes need not match the whole.
